# Screens (PubChem BioAssay)
# RmlCD inh mix = inhibitors of RmlC and RmlD coupled enzymes | AID 1532 | 110,000 tested, 0.39% active | RmlC/RmlD coupled enzyme inhibition, 384-well mixture HTS | inhibition, % at 5.5 µM; in the data active = inhibition above about 30%, passing the limit was not always enough; inconclusive = no clear call, values can overlap the other calls; also: strong numbers were not always called active
# HIV RNase H inh = inhibitors of HIV-1 reverse transcriptase RNase H. P04585. RT-RNase H RNA/DNA duplex cleavage, fluorescence. inhibition, % at 10 µM. 65,000 tested, 1.9% active. AID 565; in the data active = inhibition above about 50%
# An asterisk follows results filed as active; ? = inconclusive; / = not tested or not shown. This is a subset; count on the stated rates, not on these rows.
smiles	RmlCD inh mix	HIV RNase H inh
CC1CCc2cc(F)ccc2N1C(=O)c1cc2nc(-c3ccco3)cc(C(F)(F)F)n2n1 (stereo not given)	-13	5
CCOc1ccc(N2CC(C(=O)NC(C)C)CC2=O)cc1 (stereo not given)	-8	4
CCOc1cc(NC(=O)c2ccco2)c(OCC)cc1NC(=O)COc1ccccc1C	-18	0
CCCCCCCCC(=O)N/N=C(\C)c1cccnc1	4	/
Cc1cc(C)nc(SCC(=O)Nc2ccc(S(=O)(=O)NCCO)cc2)n1	-7	/
COc1ccc(OCc2nnc(SCC(=O)N3CCCc4ccccc43)n2-c2ccc(C)cc2)cc1	-16	/
OC(CCCN1CCCCC1)(c1ccccc1)c1ccccc1	-11	/
CC(=O)C[C@H]1c2cc(C(F)(F)F)ccc2S(=O)(=O)N1C1CCCC1	-6	/
COc1cccc(N2C(N)=NC(N)=NC2(C)C)c1	-3	-7
COC(=O)C1=C(C)NC(=O)C1(NC(=O)CN1CCCC1=O)C(F)(F)F (stereo not given)	10	6
O=C(Cn1c(NCCCO)nc2ccccc21)c1ccco1	-5	-14
CC1=C(C(=O)Nc2cc(-c3cccc(F)c3)[nH]n2)C2(CCCCC2)OC1=O	7	7
COc1ccc(N(C(=O)COc2ccccc2OC)S(=O)(=O)c2ccc(C)cc2)cc1	8	/
O=c1[nH]c2ccc(NC(=S)Nc3ccc(Cl)cc3)cc2[nH]1	5	/
FC(F)(F)c1ccccc1C1C2=C(Nc3ncnn31)c1ccccc1CCC2 (stereo not given)	-7	/
O=C(NCc1ccco1)c1nn2c(C(F)(F)F)cc(-c3cccs3)nc2c1Cl	-2	/
C/C=C(\C)C(=O)NCCN1C2=NC[C@H](Cc3ccc(O)cc3)N2C[C@@H]1Cc1ccc(OC)cc1	6	/
COC(=O)C(C)(C)NC(=O)c1cccs1	-14	/
COc1ccc(N2CC(C(=O)NCc3ccccc3)CC2=O)cc1 (stereo not given)	-9	-19
CCCNC(=O)N(C)c1nncnc1C(=O)NC	7	-8
CCOC(=O)N1CCN(C(=O)CCCn2nc(C)c3sc4ccccc4c3c2=O)CC1	-8	-19
CC(=O)N(CCCN(C)C)CCC(C)CCC=C(C)C (stereo not given)	-9	-3
Cc1cc2oc(C(=O)Nc3cccnc3)c(C)c2cc1C	8	-10
Nc1c(-c2ccccc2)cnn1-c1cccc([N+](=O)[O-])c1	4	/
CCC(C)NC(=O)CSC1=Nc2ccccc2C2=NC(CC(=O)NCc3ccc(F)cc3)C(=O)N12 (stereo not given)	9	-4

# Overlap with the part before: 4 compounds, then new ones.
smiles	RmlCD inh mix	HIV RNase H inh
CC(=O)N(CCCN(C)C)CCC(C)CCC=C(C)C (stereo not given)	-9	-3
Cc1cc2oc(C(=O)Nc3cccnc3)c(C)c2cc1C	8	-10
Nc1c(-c2ccccc2)cnn1-c1cccc([N+](=O)[O-])c1	4	/
CCC(C)NC(=O)CSC1=Nc2ccccc2C2=NC(CC(=O)NCc3ccc(F)cc3)C(=O)N12 (stereo not given)	9	-4
N#Cc1nc(N2CCCCC2)nc(N2CCOCC2)n1	-7	-36
Fc1ccc2c(c1)nnn2C1CCN(Cc2c(Cl)cccc2Cl)CC1	-7	/
CCSCc1nnc(SCC(=O)c2ccc(OC)cc2)n1C	-8	14
COc1cccc(N=Cc2c(O)n(-c3cccc(C)n3)c(=O)c3ccccc23)c1	-1	/
O=C1c2oc3ccccc3c(=O)c2C(c2ccc(Br)cc2)N1c1ncccn1 (stereo not given)	/	4
Cc1cc(NC(=O)c2c([N+](=O)[O-])c(C)nn2C)no1	8	/
COC(=O)c1ccc(NC(=O)CSCC(=O)OCC(=O)c2ccc(Br)cc2)cc1	7	/
O=C(NCCN1C(=O)CSC1=O)C1CC(=O)N(c2ccccc2)C1 (stereo not given)	2	-4
O=C(c1ccco1)N1CCN(c2nnc(-c3ccccc3)c3ccccc23)CC1	-7	/
CCN(C(=O)Cc1cccs1)c1nnc(-c2cccnc2)s1	-10	-21
CC(CCN(C)C)OC(=O)c1ccc(C(C)c2ccccc2)o1 (stereo not given)	-9	4
COc1ccc(CCNC(=O)c2[nH]c(C)c(C(C)=O)c2C)cc1OC	1	-20
COc1ccc(-n2c(SCC(=O)NCc3ccco3)nnc2-c2c[nH]c3ccccc23)cc1	-8	/
CCCCOCCCNS(=O)(=O)Cc1ccccc1	-16	8
COCCN(C(=O)COc1ccc(Cl)cc1)c1nnc(-c2cccnc2)s1	7	/
CC1CCc2c(sc3nc4n(c(=O)c23)CCS4)C1 (stereo not given)	1	/
COc1ccccc1OCc1nc(C#N)c(N2CC(C)CC(C)C2)o1 (stereo not given)	/	-64
CC(C)C1(C)C(=O)N=C2c3ccccc3C(=O)N21 (stereo not given)	-22	0
CCOC(=O)c1sc(NC(=O)CSc2nnc(-c3ccc(OC)cc3)n2CCOC)nc1C	-4	3
COc1cccc(C2=CC(c3cccs3)n3nnnc3N2)c1 (stereo not given)	-13	/
CC(=O)Nc1nc2ccc(-c3nc4ccccc4o3)cc2s1	-45	-7
Cc1ccc(-n2c(-c3cc(C)n(C)n3)n[nH]c2=S)cc1	11	/
CCCCC(=O)Nc1ccc(NC(=O)C2CC2)nc1	-11	3
Cc1cc(C)n(Cc2ccc(F)cc2)c(=O)c1C#N	6	-6
CCC(=O)Nc1cc2nn(-c3ccccc3)nc2cc1Cl	23	7

# Additional structures
smiles	RmlCD inh mix	HIV RNase H inh
Cc1ccc(C2=NNC(C(O)C(O)C(O)CO)S2)cc1 (stereo not given)	-17	/
COc1ccc(C2CC(c3ccc(Cl)cc3)Nc3nc(NC(=O)c4ccco4)nn32)cc1 (stereo not given)	0	-4
COC(=O)C[C@H]1c2cc(F)ccc2S(=O)(=O)N1Cc1ccccc1OC	-9	/
O=S(=O)(c1cccs1)N1CCN(Cc2ccccc2)CC1	2	-25
O=c1oc(-c2ccc(F)cc2)nc2ccsc12	-11	/
O=C(CN1CCN(c2ccccn2)CC1)N(c1ccccc1)c1ccc2ccccc2c1	/	2
O=C(NNC(=O)c1ccccc1)C(=O)N1CCCCC1	-32	/
CC1(C)Cc2c(C#N)c(N3CCOCC3)nc(-c3ccccc3)c2CO1	-74	9
COc1ccc(/C=C(/NC(=O)c2ccccc2)C(=O)N/N=C/c2cccs2)cc1OC	4	/
O=C(NCc1cccnc1)c1cnn2ccccc12	7	1
Cc1noc(-c2ccccc2OC(=O)c2ccccc2)n1	-8	-20
Fc1ccc(Sc2nc(-c3ccccc3)nnc2C(F)(F)F)cc1	7	/
CCCN(CCC)C(=S)NC(=O)c1ccc(Cl)cc1Cl	-14	/
Cn1cc([N+](=O)[O-])c(C(=O)Nc2cc(Oc3cccnc3)cc([N+](=O)[O-])c2)n1	4	/
CCC(=O)c1ccc(N2CCCCCC2)c(F)c1	-10	-27
Cc1nn(C)c(C)c1S(=O)(=O)N(CC(=O)Nc1ccccn1)c1ccc(C(C)C)cc1	6	-2
CCc1nc2n[nH]c(N)c2c2c1CCCC2	6	-17
O=CN1CCN(C(=O)c2ccccc2F)CC1	12	-6
Cc1ccc(OCCCCn2cnc3ccccc32)c(C)c1	11	/
O=C(NC12CC3CC(CC(C3)C1)C2)c1cnccn1	-6	5
O=C(Nc1c2c(nn1-c1ccc(F)cc1)CSC2)c1ccc(S(=O)(=O)N2CCOCC2)cc1	-7	35
O=C(COC(=O)c1ccccc1NC(=O)c1ccco1)Nc1ccc2c(c1)OCO2	5	-3
CC1Oc2ccccc2N(Cc2cccnc2)C1=O (stereo not given)	-11	-2
Cc1ccc(C(=O)Nc2cccc(C(=O)O)c2)cc1	-14	/
COc1cc(C(=O)O)cc(OC)c1OCc1cc(C(=O)O)oc1C	-7	9

# (continued)
smiles	RmlCD inh mix	HIV RNase H inh
Cc1cc(C)nc(-n2nc(C)cc2NC(=O)CN2CCCC(C)C2)n1 (stereo not given)	/	-8
c1ccc(OCCSc2ncnc3nc[nH]c23)cc1	11	-15
CCCOn1c(-n2nc(C)cc2C)nc2ccccc2c1=O	-9	/
Cc1onc(-c2ccccc2Cl)c1C(=O)NCc1ccc(S(N)(=O)=O)cc1	-33	-5
CCc1nc(SCC(=O)N2CCN(c3ccccc3)CC2)c2oc3ccccc3c2n1	-7	/
c1ccc(-n2ncc3c(NCc4ccc5c(c4)OCO5)ncnc32)cc1	-10	0
COc1ccc(-c2nc(-c3cccc(C)c3)no2)cc1OC	3	0
CCCC(C(=O)OCCN(CC)CC)(c1ccccc1)c1ccccc1	5	/
COc1ccc(CCCc2nnc(SCC(=O)Nc3nc(C)cs3)n2C)cc1C	0	-14
CCOC(=O)c1ccc(Nc2ncnc3c2cnn3C)cc1	-7	-4
NC(=O)NCc1cccc(Cl)c1	8	/
Cc1ccc(OS(=O)(=O)c2ccccc2)c(/C=N/N=C2\NC(=O)C(C)S2)c1 (stereo not given)	1	/
COc1cc(/C=N/NC(=O)Cn2c([N+](=O)[O-])cnc2C)ccc1OC(=O)N(C)C	12	/
CCCOC(=O)C1C2C=CC(C3CC23)C1C(=O)OCC(=O)c1ccccc1 (stereo not given)	-12	/
CC1CCN(c2nc3ccc(C(=O)O)cc3s2)CC1	8	-11
O=C(CCn1c(=O)oc2ccccc21)N1CCN(c2ccc(F)cc2)CC1	-10	-1
O=C(NCCO)c1ccc(Cl)c(Cl)c1	5	-3
COc1ccc(C)cc1NC(=O)COC(=O)C1CC1	1	/
CC(=O)N1CN(C2CCCC2)Cc2c1sc1c2CCCC1	19	-6
Cc1ccc(NC2=NC(c3ccco3)n3c(nc(C)cc3=O)N2)c(C)c1 (stereo not given)	/	3
O=C(CSc1nc2sc3c(c2c(=O)n1-c1ccccc1)CCCC3)NCc1ccco1	/	62*
CCOc1ccc2nc(SCC)[nH]c2c1	12	/
Cc1cc(C)n(-c2nc3ccccc3nc2NCCc2ccccc2)n1	-36	/
CCCCN(Cc1ccccc1)c1ncnc2nc[nH]c12	-13	-48
COc1ccccc1-c1cc(C(=O)Nc2ccc(F)cc2F)no1	-11	-12

# Taken from above.
# Result for NC(=O)NCc1cccc(Cl)c1 in RmlCD inh mix: 8
# Result for O=C(NCCO)c1ccc(Cl)c(Cl)c1 in RmlCD inh mix: 5
# Result for CCc1nc(SCC(=O)N2CCN(c3ccccc3)CC2)c2oc3ccccc3c2n1 in RmlCD inh mix: -7
# Result for Cc1ccc(OS(=O)(=O)c2ccccc2)c(/C=N/N=C2\NC(=O)C(C)S2)c1 (stereo not given) in RmlCD inh mix: 1

# The list continues:
smiles	RmlCD inh mix	HIV RNase H inh
COc1ccc(-c2noc(CCC(N)=O)n2)cc1OC	22	-2
CCOC(=O)N1CCN(C2OC(=O)c3ccccc32)CC1 (stereo not given)	/	-30
CCOC(=O)c1c(-n2cnnn2)sc(C)c1C	-8	70*
Cc1cccc(OCc2nnc(SCC(=O)Nc3ccc(C)c(C)c3)o2)c1	14	-2
O=C(CNS(=O)(=O)c1ccc(Br)cc1)N1CCOCC1	-11	/
C=CCn1c(O)c(CN2CCOCC2)c(C)c(C#N)c1=O	-6	-10
COc1ccccc1N1CCN(C(=O)CSc2nnc(NC(=O)c3ccco3)s2)CC1	?	-75
COCC(=O)NCCNc1nc2ccc(C)cc2cc1C	12	-11
CCc1ccccc1NC(=O)Cn1nnc(-c2cccnc2)n1	-29	-6
COC(=O)Cn1nnc(-c2cccc(OC)c2)n1	-11	-25
COc1ccc(CCNC(=O)c2cc3sc(Cl)cc3n2C)cc1OC	-22	-13
COC(CNc1cc(=O)oc2ccccc12)OC	5	/
COc1ccc(-c2nc(NC(=O)Cn3ccc(C(F)(F)F)n3)sc2C)cc1	-10	/
CCOC(=O)c1sc(=NC(=O)c2cccc(OC)c2)n(C)c1C	-13	-30
Cc1ccc(-n2ncc3c(=O)n(CC(=O)NCc4ccco4)cnc32)cc1	11	-5
Cc1ccc(S(=O)(=O)CCCS(=O)(=O)c2ccc(C)cc2)cc1	9	/
Cn1c(C(=O)NCc2ccco2)cc2c(=O)[nH]c3ccccc3c21	13	-12
Cc1c(Cc2ccccc2)c(=O)oc2cc(OC(=O)c3ccccc3)ccc12	-13	/
O=C(CSc1nnc(Cc2cccs2)n1-c1ccc(Cl)cc1)NCc1ccc2c(c1)OCO2	-2	/
CCN(CC)C(=O)CSc1nnc([C@H](CCSC)NC(=O)OC(C)(C)C)o1	-11	-1
COc1ccc(OC)c(C2=NOC(C(=O)N3CCC4(CC3)OCCO4)C2)c1 (stereo not given)	9	-12
O=P(/C(=N/O)Sc1ccccc1)(N1CCOCC1)N1CCOCC1	1	-3
O=C(O)CCCn1c(=O)[nH]c2ccccc2c1=O	1	-11
C#CCOCCOCCOCCNc1nc(N2CCN(C(=O)[C@H](Cc3ccc(O)cc3)n3cc([C@@H](N)C(C)CC)nn3)CC2)nc(N2CCN(C(=O)[C@H](Cc3cc4ccccc4[nH]3)n3cc([C@@H](N)CC(C)C)nn3)CC2)n1 (stereo not given in full)	-1	/
CCO[C@@H]1OC(C(=O)N2CCN(Cc3ccc4c(c3)OCO4)CC2)=C[C@H](C2CCCCC2)[C@H]1CCCO	11	/

# Remaining list, next part
smiles	RmlCD inh mix	HIV RNase H inh
C=CCn1c(SCC(=O)Nc2nc(C)cs2)nnc1C(C)NC(=O)c1ccccc1Cl (stereo not given)	-13	/
CC(=O)Nc1ccc(N=Cc2ccc[nH]2)cc1	-4	-4
Cc1ccc(C(C)C)c(OCCCN2C(=O)NC(C)(C)C2=O)c1	11	/
CC1=CC(C#N)(C#N)C(C#N)(C#N)C(c2ccccc2)N1 (stereo not given)	10	2
CC(C)c1nnc(NC(=O)c2cccc(-n3cnnn3)c2)s1	-8	-8
O=C(CN1CCCC1)NCC1(c2ccccc2)CCOCC1	/	-6
